High-throughput results deposited in PubChem by Sanford-Burnham Center for Chemical Genomics.
mouse IAP activators: activators of mouse IAP, confirmation, biochemical, luminescence, single concentration (AID 434970). purified mouse IAP, CDP-Star luminescence, 30 min; stronger effect = lower value. activity change, negative = activation, % at 10 µM. 2.9% of 11,000 active; in the data active means activity change below about -85%;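 further: percent relative to enzyme plus DMSO wells and wells without enzyme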
mouse IAP activators Fold change: further read-out of mouse IAP activators, marked with its call; activation factor; measured here: IAP activation factor; stronger effect = higher value;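 fold luminescence change scaled to plate control wells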
* = called active by the depositor. An excerpt; rates above refer to the full screens.

SMILES	mouse IAP activators	mouse IAP activators Fold change
COc1ccc2c(c1)cc1n2CCN=C1NN	-4.2	1.04
CCOC(=O)C1=CN(Cc2ccco2)S(=O)(=O)N(C)C1c1ccc2ccccc2c1 (stereo not drawn)	8.1	0.919
CC(C)c1ccc(NC(=O)NC(C)c2ccc3c(c2)OCO3)cc1 (stereo not drawn)	-231.2*	3.31*
O=C(NCc1ccco1)C(c1cccs1)N(C(=O)Cc1cccs1)c1ccccc1 (stereo not drawn)	-1.2	1.01
CN(C)c1ccc(NC(=O)CSc2nnc(-c3ccco3)c(-c3ccco3)n2)cc1	60.2	0.398
CCOC(=O)c1cn2nc(-c3ccc(OC)cc3)cc2nc1C1CCN(C(=O)OC(C)(C)C)CC1	-3.9	1.04
CCC(C)(C(=O)NC1CCCCC1)N(C(=O)CNC(C)=O)c1c(C)n(C)n(-c2ccccc2)c1=O (stereo not drawn)	-2.9	1.03
CC(=O)Nc1ccc(C(=O)OCC(=O)NC(=O)NC2CCCCC2)cc1	0.3	0.997
Fc1ccc(-c2cc(C(F)(F)F)nc(N3CCCCC3)n2)cc1	10.1	0.899
COC(=O)[C@@]1(Cc2ccccc2)[C@H]2C(=O)N(C)C(=O)[C@H]2[C@H]2CN=C(SCC(=O)c3ccccc3)N21	15.5	0.845
CC(C)CN1Cc2ccccc2Oc2cc(Br)ccc2S1(=O)=O	1.6	0.984
COCCNC(=O)C(OC(=O)c1ccco1)c1ccccc1OC (stereo not drawn)	9.5	0.905
O=C(Cc1cccs1)N[C@@H]1c2ccccc2CC[C@H]1OCc1ccccc1	-23.8	1.24
COc1ccc(CCn2nnnc2C(c2ccccc2)N2CCN(C)CC2)cc1OC (stereo not drawn)	3.1	0.969
CCOC(=O)C1=CN(Cc2cccc(F)c2)S(=O)(=O)NC1c1ccc2ccccc2c1 (stereo not drawn)	-1.9	1.02
COCC(C)n1c(C)cc(C(=O)COC(=O)c2c(NC(C)=O)sc(C)c2C)c1C (stereo not drawn)	14.7	0.853
CN[C@H](C(=O)NC[C@H]1O[C@@H](n2cnc3c(N)ncnc32)[C@H](O)[C@@H]1O)[C@@H](C)OCc1ccccc1	-13.9	1.14
C[C@@H]1O[C@@H](OC[C@H]2O[C@@H](Oc3c(-c4ccc(O)c(O)c4)oc4cc(O)cc(O)c4c3=O)[C@H](O)[C@@H](O)[C@@H]2O)[C@H](O)[C@H](O)[C@H]1O	31.1	0.69
C=C1c2ccccc2O[C@H](C(=O)OCC)[C@H]1OC	7.3	0.927
CCn1c(C)cc(/C=C2\SC(=O)N(CC(=O)Nc3ccc(C)c(C)c3)C2=O)c1C	9.9	0.901

Compounds shown so far that have fluorine, in the order listed:
SMILES	mouse IAP activators	mouse IAP activators Fold change
Fc1ccc(-c2cc(C(F)(F)F)nc(N3CCCCC3)n2)cc1	10.1	0.899
CCOC(=O)C1=CN(Cc2cccc(F)c2)S(=O)(=O)NC1c1ccc2ccccc2c1 (stereo not drawn)	-1.9	1.02

Other records follow:
SMILES	mouse IAP activators	mouse IAP activators Fold change
CC[C@]12c3[nH]c4cc(-c5ccco5)ccc4c3CCN1C(=O)[C@@H](CC(=O)NC(C)(C)C)C[C@@H]2C(=O)N1CCN(C(=O)c2ccco2)CC1	-3.0	1.03
CCn1nnnc1SCC(=O)Nc1ccc2c(c1)OCCO2	13.1	0.869
O=C(OCCN1C(=O)c2ccccc2C1=O)c1cnccn1	3.6	0.964
CC1(c2ccccc2)NC(=O)N(CCOc2ccccc2)C1=O (stereo not drawn)	3.5	0.965
Cc1ncc(C[n+]2csc(CCOC(=O)CC3C4CC5CC(C4)CC3C5)c2C)c(N)n1 (stereo not drawn)	3.1	0.969
COc1cc(/C=N/NC(N)=O)cc(Br)c1OCc1ccccc1C	3.9	0.961
Cc1ccc(NC(=O)C2CCN(C(=O)NC3CCCCC3)CC2)cc1	9.6	0.903
Cn1c(=O)n(C)c2cc(C(=O)O)ccc21	-17.7	1.18
O=C(CSc1nnc2scc(-c3ccccc3)n12)Nc1nsc(-c2ccc(Cl)cc2)n1	2.8	0.972
COc1ccc2[nH]c3c(c2c1)CCN1C(=O)C(CC(=O)NCc2ccco2)C[C@H](C(=O)N2CCCCC2)[C@@]31CCc1ccccc1 (stereo partly drawn)	-31.1	1.31
COc1ccc2[nH]c3c(c2c1)CCN1C(=O)C(CC(=O)NC(C)(C)C)C[C@H](C(=O)N2CCCCC2)[C@@]31CCc1ccccc1 (stereo partly drawn)	-9.0	1.09
CC(=O)N1N=C(c2cccc([N+](=O)[O-])c2)OC1c1ccccc1Cl (stereo not drawn)	4.2	0.958
Cc1c(Cl)cccc1NC(=O)CCN1CCCCCC1	1.6	0.984
O=S(=O)(c1cccs1)n1cccn1	4.5	0.956
O=C(Nc1cccnc1)Nc1cc(Cl)cc(Cl)c1	-68.7	1.69
Cn1c(N)c(C(=O)COC(=O)c2ccc3c(c2)OCCO3)c(=O)n(C)c1=O	4.5	0.954
Cc1ccccc1-n1c(C)nc2ccccc21	11.6	0.885
Cc1ccc(C(c2nnnn2CS(=O)(=O)c2ccc(C)cc2)N2CCC(C)CC2)cc1 (stereo not drawn)	11.4	0.885
Cc1ccc(NC(=O)/C(CN(C)C)=N\O)cc1	2.0	0.98
O=C(c1ccc(Cl)cc1)N1CCN(c2cc(=O)[nH]nc2-c2ccccc2)CC1	-16.5	1.17
CCn1c(CNc2ccc(OC)cc2)nnc1SCC(=O)Nc1ccc(F)cc1	-7.7	1.08
CCCOc1cccc(C(=O)Nc2cc(NC(=O)c3ccco3)ccc2OC)c1	-10.1	1.1
CC1(C)CC(=O)C2=C(C1)N(c1ccccc1)C(N)=C(C#N)C2c1ccccc1 (stereo not drawn)	4.4	0.956
C=CCN=C1SCC(=O)N1S(=O)(=O)c1ccc(C)cc1	-5.1	1.05
O=C(CN1C(=O)/C(=C/c2ccco2)SC1=S)Nc1ccc(O)c(C(=O)O)c1	75.8	0.242
CCN(CC)CCCNC(=O)Cn1ncn2cccc2c1=O	-9.8	1.1
COC(=O)CNC(=O)COc1ccccc1	10.5	0.895
O=C(O)c1cc(-c2ccc3c(c2)OCO3)nc2ccccc12	1.2	0.988
Cc1ccc(C)c(OCCOCCN2CC(C)OC(C)C2)c1C (stereo not drawn)	-2.0	1.02
CS(=O)(=O)Nc1ccccc1C(=O)c1ccccc1	-3.7	1.04
COC(=O)c1cccc(COC(=O)c2ccc(N(C)C)cc2)c1	6.4	0.936
CCCCn1c(-c2nonc2N)nc2ccccc21	11.2	0.889
Cc1ccc(NC(=O)/C(=C\c2ccccc2)NC(=O)/C=C/c2ccccc2)cc1	10.3	0.897
Cc1ccc(C)c(N2CCN(C(=O)C3CCN(S(=O)(=O)c4cccc5nsnc45)CC3)CC2)c1	8.3	0.917
CCSc1nc2c(c(=O)[nH]c(=O)n2C)n1C	6.5	0.935
COc1ccc(C)cc1N(CC(=O)O)S(=O)(=O)c1ccc(C)cc1	1.8	0.982
COc1ccc(-c2cc(C(F)(F)F)nc(S(C)(=O)=O)n2)cc1OC	7.8	0.922
CC/C(C)=N/Nc1nc2c(c(=O)[nH]c(=O)n2C)n1CCc1ccccc1	46.7	0.532
CCN1CCN(c2ccc(NC(=O)COc3ccccc3Cl)cc2)CC1	8.0	0.921
Nc1ccccc1C(=O)N1O[C@@H]2C=C[C@H]1CC2	3.5	0.964
Cc1ccc(-c2nn(CC(=O)Nc3cccnc3)c(=O)c3ccccc23)cc1	3.7	0.964
Cn1nccc1C(=O)N1CCc2ccccc21	-11.4	1.11
NC(=O)c1ccsc1NC(=O)COC(=O)c1ccccc1NCc1ccco1	8.8	0.911
CN(C(=O)c1cnc(N2CCN(c3ncccn3)CC2)c2ccccc12)c1ccc(Cl)cc1	10.2	0.898
CN(C)S(=O)(=O)Oc1ccsc1C(=O)Nc1cccc(Cl)c1Cl	13.5	0.865
CCOC(=O)N1CCC(NCCNC(=O)c2ccccc2Cl)CC1	-1.1	1.01
CCC(C)(C(=O)NC1CCCCC1)N(Cc1ccco1)C(=O)Cc1cccs1 (stereo not drawn)	6.2	0.938
CSc1nnc([C@@H](NC(=O)OC(C)(C)C)C(C)C)o1	-0.3	1
Cc1nc2sccc2c(=O)n1-c1cccc(Cl)c1	-6.6	1.07
CCCCNS(=O)(=O)CCNCc1ccccc1OC	-0.8	1.01
CCn1c(=O)cc(SCC(=O)N(C)Cc2ccccc2)c2ccccc21	-0.3	1
O=C(CSc1nnc(-c2ccco2)c(-c2ccco2)n1)c1ccccc1	50.6	0.494
CC(=O)Nc1ccc(-n2cnnn2)cc1	-3.5	1.04
CC(C)(C)NC(=O)C[C@H]1C[C@H](C(=O)N2CCOCC2)[C@@]2(C)c3[nH]c4cc(-c5ccco5)ccc4c3CCN2C1=O	-9.0	1.09
CN(C)CCCNC(=O)C[C@H]1C[C@H](C(=O)N2CCCCC2)[C@@]2(CCc3ccccc3)c3[nH]c4cc(-c5ccco5)ccc4c3CCN2C1=O	-28.4	1.28
S=C(NCc1cccs1)Nc1cc(Cl)cc(Cl)c1	-55.2	1.55
Cn1c2c(c(=O)n(C)c1=O)CN(CC1CCCO1)CN2 (stereo not drawn)	4.7	0.954
COc1ccc(C2CC(=O)Oc3cc(OC)ccc32)cc1 (stereo not drawn)	7.3	0.926
O=C(NC1(C(=O)NC2CCCCC2)CCCCC1)c1ccccn1	-3.2	1.03
COCCNC(=O)CSc1nc2ccccc2c2nc(C)nn12	1.8	0.982

Single records (already shown):
Shown for S=C(NCc1cccs1)Nc1cc(Cl)cc(Cl)c1 → mouse IAP activators: -55.2; mouse IAP activators Fold change: 1.55
Shown for COCCNC(=O)CSc1nc2ccccc2c2nc(C)nn12 → mouse IAP activators: 1.8; mouse IAP activators Fold change: 0.982

(further entries)
SMILES	mouse IAP activators	mouse IAP activators Fold change
Cc1ccc(S(=O)(=O)N(C)CC(=O)N2CCCc3ccccc32)cc1	-2.0	1.02
O=C(N/N=C/c1ccc(N2CCOCC2)c([N+](=O)[O-])c1)c1ccc(F)cc1	10.4	0.896
O=C(Nc1ccccc1Cl)C1CCN(Cc2cnn(-c3ccccc3)c2-n2cccc2)CC1	-1.6	1.02
COc1ccc(CNCCS(=O)(=O)NC2CCCC2)cc1	0.8	0.992
CCc1ccc(NC(=O)c2noc3c2CCC3)cc1	6.2	0.939
COc1cc(C(=O)N2CCN(S(=O)(=O)c3ccc(C)cc3)CC2)ccc1OCc1c(C)noc1C	8.1	0.919
CCN(CC(=O)Nc1ccc2c(c1)OCCO2)c1ccc(S(=O)(=O)N2CCOCC2)cn1	-6.1	1.06
COc1ccc(C(c2nnnn2CC2CCCO2)N2CCC(C(N)=O)CC2)cc1 (stereo not drawn)	-1.9	1.02
Cc1ccccc1OCC(=O)Nc1ccc(N2CCN(C(=O)C(C)C)CC2)c(Cl)c1	-15.9	1.16
CCOC(=O)C1=C(C)NC(C)=C(C(=O)OCC)C1C(=O)OCC(=O)N1CCc2ccccc2C1	-16.9	1.17
CCCN=C1N(CC)C[C@@H]2[C@@H]3C(=O)N(C)C(=O)[C@@H]3[C@](C)(C(=O)OC)N12	3.2	0.968
CCc1ccc(C(C)NC(=S)NCc2ccc(F)cc2)cc1 (stereo not drawn)	-10.5	1.11
CCOC(=O)CC1(c2ccccc2)CCOC(C)(C)C1 (stereo not drawn)	6.0	0.94
CC(C)[C@@H](CO)N(C)S(=O)(=O)c1ccccc1Br	-0.8	1.01
Cc1nc2nc(SCC(=O)NCCN3CCOCC3)nn2c(C)c1Cc1ccccc1	-1.0	1.01
Cc1ccc(N(CC(=O)N2CCOCC2)S(=O)(=O)c2ccccc2)cc1	-0.7	1.01
CC(Oc1ccc(Cl)cc1Cl)C(=O)Nn1cnnc1 (stereo not drawn)	0.4	0.996
Oc1ccc(/C=N/NC2=NCCCCC2)c(O)c1	2.5	0.975
COc1ccc2[nH]c3c(c2c1)CCN1C(=O)C(CC(=O)NCc2ccco2)C[C@H](C(=O)N2CCOCC2)[C@@]31CCC1CCCC1 (stereo partly drawn)	-11.8	1.12
COc1ccc(Cl)cc1NC(=O)CN1CCC(n2nnc3ccccc32)CC1	4.1	0.96

Gathered by group: the entries above containing a thiophene ring, fused or not
SMILES	mouse IAP activators	mouse IAP activators Fold change
O=C(NCc1ccco1)C(c1cccs1)N(C(=O)Cc1cccs1)c1ccccc1 (stereo not drawn)	-1.2	1.01
O=C(Cc1cccs1)N[C@@H]1c2ccccc2CC[C@H]1OCc1ccccc1	-23.8	1.24
COCC(C)n1c(C)cc(C(=O)COC(=O)c2c(NC(C)=O)sc(C)c2C)c1C (stereo not drawn)	14.7	0.853
O=S(=O)(c1cccs1)n1cccn1	4.5	0.956
NC(=O)c1ccsc1NC(=O)COC(=O)c1ccccc1NCc1ccco1	8.8	0.911
CN(C)S(=O)(=O)Oc1ccsc1C(=O)Nc1cccc(Cl)c1Cl	13.5	0.865
CCC(C)(C(=O)NC1CCCCC1)N(Cc1ccco1)C(=O)Cc1cccs1 (stereo not drawn)	6.2	0.938
Cc1nc2sccc2c(=O)n1-c1cccc(Cl)c1	-6.6	1.07
S=C(NCc1cccs1)Nc1cc(Cl)cc(Cl)c1	-55.2	1.55

Additional compounds.
SMILES	mouse IAP activators	mouse IAP activators Fold change
CN(C(=O)CSC1=Nc2ccccc2C2=NC(c3ccccc3)C(=O)N12)C1CCCCC1 (stereo not drawn)	4.8	0.952
C=CCn1c(Sc2nncn2C)nc2c1c(=O)[nH]c(=O)n2C	-0.5	1
O=C(NCCN1CCOCC1)c1cc(S(=O)(=O)NCCCN2CCCC2=O)ccc1Cl	-8.7	1.09
CCc1ccc(C2=Nn3c(nnc3-c3cccs3)SC2)cc1	11.4	0.886
CC(/C=C/C1(O)C(C)CC(=O)CC1(C)C)OC1OC(CO)C(O)C(O)C1O (stereo not drawn)	39.0	0.61
Cc1sc2ncn(C(C)C(=O)OC3CCCCC3)c(=O)c2c1C (stereo not drawn)	9.6	0.903
CCOCCCNS(=O)(=O)c1ccc(Br)cc1	0.8	0.992
COc1ccc2c(C(F)(F)F)cc(=O)oc2c1C	-5.8	1.06
